14-3-3 Bad inh: inhibitors of 14-3-3 zeta/Bad binding, primary screen, biochemical, TR-FRET, bovine 14-3-3 zeta | TR-FRET 14-3-3zeta/Dy647-pBad peptide displacement, 1 h | actives 0.71% (n = 220,000) | inhibition, % at 21.7 µM | AID 781, 2007 | 14-3-3 protein zeta/delta (Bos taurus), P63103;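 active means inhibition above about 70%, limit read from the data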;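 further: 0% = full 14-3-3 plus peptide FRET controls and 100% = background without 14-3-3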
FXIa inh: human FXIa protease inhibitors, primary screen, biochemical, 1536-well | purified FXIa, Boc-Glu-Ala-Arg-AMC fluorogenic substrate | inhibition, % at 5 µM | actives 0.14% (n = 220,000);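 active means inhibition of at least 40%; inactive means inhibition below 40%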;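 further: fluorescence of freed AMC excited at 355 nm; 0% = enzyme without compound and 100% = no enzyme blank; many of its hits are not listed in these tables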
FXIIa inh 1536: human FXIIa protease inhibitors, primary screen, biochemical, 1536-well. purified FXIIa, Boc-QGR-AMC fluorogenic substrate, 2 h. inhibition, % at 5 µM. actives 0.3% (n = 220,000); in the data active means inhibition above about 40%;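 further: 0% = enzyme with no compound and 100% = blank without enzyme; many of its hits are not listed in these tables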
hK5 inh: human KLK5 protease inhibitors, primary screen, biochemical, 1536-well | Kallikrein-5 (Homo sapiens), Q9Y337 | recombinant hK5, fluorogenic AMC substrate cleavage | inhibition, % at 5 µM | actives 0.59% (n = 210,000);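 active means inhibition of 40% or more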;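 further: 0% = enzyme controls without compound and 100% = no-enzyme blanks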
Target sequence (Q9Y337 67-293 limits assumed): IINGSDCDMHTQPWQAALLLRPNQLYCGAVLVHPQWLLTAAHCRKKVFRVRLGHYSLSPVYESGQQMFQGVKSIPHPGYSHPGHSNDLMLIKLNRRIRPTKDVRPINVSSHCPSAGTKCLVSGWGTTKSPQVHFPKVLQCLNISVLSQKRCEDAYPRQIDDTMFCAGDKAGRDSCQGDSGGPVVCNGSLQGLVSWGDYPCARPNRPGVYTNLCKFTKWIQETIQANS
Rad51 HR inh: human RAD51 strand exchange inhibitors, primary screen, biochemical, fluorescence. DNA repair protein RAD51 homolog 1 (Homo sapiens), Q06609. hRad51 DNA strand exchange, fluorescence dequenching. inhibition, % at 10 µM. actives 0.085% (n = 200,000). AID 1385, 2008;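 active means inhibition above 40% at the single screening dose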;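 further: 0% = DMSO control wells and 100% = blanks with heterologous ssDNA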
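Test system: preformed human Rad51 ssDNA filaments; also added: Donor/quencher-labelled 47-bp dsDNA substrate; doses: 10 µM final, single point; times: 37 °C 15-min filament assembly, 30-min compound preincubation, 15-min exchange; detection: FRET fluorescence dequenching, excitation 485 nm, emission 520 nm; read-out basis: Fluorescence-based percent inhibition, control- and blank-normalised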
p97 inhibitor: inhibitors of human p97 ATPase, primary screen, biochemical | recombinant p97 ATPase, Kinase-Glo ATP luminescence, 3 h | inhibition, % at 8 µM | actives 0.42% (n = 220,000) | AID 1481, 2009; in the data active means inhibition above about 15%;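 further: 0% = DMSO vehicle and 100% = wells lacking enzyme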
Target sequence (P55072 whole entry, looked up): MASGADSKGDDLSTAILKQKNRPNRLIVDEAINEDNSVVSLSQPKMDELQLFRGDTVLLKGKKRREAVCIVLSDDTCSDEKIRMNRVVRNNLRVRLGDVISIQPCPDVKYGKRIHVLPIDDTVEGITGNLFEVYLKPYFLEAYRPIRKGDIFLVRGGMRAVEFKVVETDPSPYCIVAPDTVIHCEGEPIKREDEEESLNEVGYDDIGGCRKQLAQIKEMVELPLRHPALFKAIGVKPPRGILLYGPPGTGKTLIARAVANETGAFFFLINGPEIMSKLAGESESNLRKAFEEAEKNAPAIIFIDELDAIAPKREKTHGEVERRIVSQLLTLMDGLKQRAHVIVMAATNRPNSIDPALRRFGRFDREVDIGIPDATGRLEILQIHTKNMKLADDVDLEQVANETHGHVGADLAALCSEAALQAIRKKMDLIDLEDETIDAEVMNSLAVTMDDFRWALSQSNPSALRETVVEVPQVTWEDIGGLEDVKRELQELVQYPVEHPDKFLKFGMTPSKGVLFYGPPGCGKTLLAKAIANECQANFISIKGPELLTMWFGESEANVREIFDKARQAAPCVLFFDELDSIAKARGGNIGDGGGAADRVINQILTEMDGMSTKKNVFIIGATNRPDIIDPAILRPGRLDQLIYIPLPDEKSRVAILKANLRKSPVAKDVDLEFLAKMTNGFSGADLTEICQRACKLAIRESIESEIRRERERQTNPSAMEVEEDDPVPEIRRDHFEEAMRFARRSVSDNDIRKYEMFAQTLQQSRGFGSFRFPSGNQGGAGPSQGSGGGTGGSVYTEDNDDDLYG
MDM2 E3 inh: MDM2-luciferase reporter signal enhancers, primary screen, MDM2 E3 ligase inhibitor project, cell-based, luminescence, 1536-well. E3 ubiquitin-protein ligase Mdm2 (Homo sapiens), Q00987. cell-based MDM2 ubiquitination luciferase reporter, 2 h; 0 = plate control, 100 = twice control, blank-subtracted. signal enhancement, % at 5 µM. actives 0.11% (n = 210,000);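 active means signal enhancement of 30% or more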;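 further: luminescence tracks abundance of the self-degrading MDM2-luciferase fusion protein; higher signal means inhibition of MDM2 E3 ligase activity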
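Assay system: mammalian cells stably expressing self-ubiquitinating, self-degrading MDM2 E3–luciferase fusion. Quantity: 2000 cells in each well. Medium: DMEM culture medium. Compound dosing: single-point 5 µM. Timing: cell settling 4 h, compound treatment 2 h, both 37 °C. Technique: luciferase luminescence. Read-out basis: percent signal gain over controls, blank-subtracted. Benchmarks: plate controls and plate blanks.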
Wee1 stabilizer: Wee1 degradation inhibitors, primary screen, cell-based, HeLa, Wee1K328M-luciferase, luminescence. Wee1-like protein kinase (Homo sapiens), P30291. HeLa Luc-Wee1K328M stability; 100% = proteasome inhibitor MG132 effect. reporter increase, % at 5 µM. actives 1.2% (n = 220,000). AID 1321, 2008;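 active means activation above the mean of all tested compounds plus 3 SD, set per screening run, cut at about 8.8% in these data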;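 further: cells exposed to compound for 20 h before luminescence read; 0% = DMSO alone and 100% = MG132 at 30 µM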
eIF4E 4G PPI: eIF4E–eIF4G protein interaction inhibitors, primary screen, biochemical, uHTS, TR-FRET, eIF4GI fragment; TR-FRET eIF4E-eIF4GI(517-606) binding, 2 h; Eukaryotic translation initiation factor 4E (Mus musculus) + Eukaryotic translation …; inhibition, % at 21.7 µM; actives 0.37% (n = 220,000);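 active means inhibition above about 30%, limit read from the data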;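 further: 0% = full FRET control wells and 100% = background wells lacking eIF4GI fragment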
The depositor's hits bear a star; . = not tested or not shown; [ ] = remark or other dose.

SMILES	14-3-3 Bad inh	FXIa inh	FXIIa inh 1536	hK5 inh	Rad51 HR inh	p97 inhibitor	MDM2 E3 inh	Wee1 stabilizer	eIF4E 4G PPI
Cc1ccc(CC2S/C(=C(/C#N)C(=O)NCc3ccco3)N(c3ccccc3)C2=O)cc1 (configuration not stated)	-6.3	0.3	9.0	-13.1	10.6	4.6	-9.2	-3.1	-9.0
Cc1ccc(NS(=O)(=O)c2ccccc2)c2c1CC(C)(C)O2	16.4	2.6	13.9	-14.7	4.2	0.5	-4.9	5.1	5.1
C=CCNC(C(=O)Nc1cccc(OC)c1)c1ccccc1 (configuration not stated)	-8.0	-3.6	2.7	2.1	9.1	3.6	-5.6	-1.0	4.6
CN(C)CCCn1c(NC(=O)C2CCCCC2)nc2ccccc21	19.6	3.0	9.1	4.5	2.4	2.3	-16.4	1.6	2.2
O=C(NCC1CCCO1)C1CCN(S(=O)(=O)c2cccc3nonc23)CC1 (configuration not stated)	-5.2	-3.5	2.8	-9.2	-7.0	-2.9	-6.9	-0.1	-1.3
C=C(C)COc1ccc(-c2nc(N)ncc2Oc2ccccc2OC)c(O)c1	-1.9	-1.6	9.0	-4.3	-0.6	6.2	-8.5	7.9	-3.7
CCOc1ccc(CC(=O)NCc2ccc3c(c2)cc(C)n3C)cc1	12.7	-4.8	1.9	-5.3	-15.6	4.0	-9.9	-1.9	0.9
O=C(Nc1cccc(C(F)(F)F)c1)c1cccnc1N1CCN(c2ccccc2)CC1	87.5*[fluorescence artefact?]	1.1	11.5	3.5	10.4	-0.2	.	1.0	3.0
Cc1ccccc1CN1C(=O)C2(OCCCO2)c2ccccc21	8.1	-2.3	-3.0	10.9	-9.8	-2.0	-1.4	-1.7	4.9
N#Cc1c(N)sc2c1CCCCCC2	-18.3	4.3	17.6	-7.0	-4.3	3.3	-8.5	-1.3	6.2
Cc1cc(C)c(NC(=S)N2CCC(N(C)CC3CCCO3)CC2)c(C)c1 (configuration not stated)	-19.4	6.1	-10.4	-18.5	.	4.0	-14.8	0.7	-9.4
COc1cccc(NC(=O)c2cnsn2)c1	13.0	3.6	14.1	-7.4	3.2	-0.9	-1.6	-0.1	1.5
COc1cccc(CN2CCN(Cc3ccc4c(NC(C)=O)cccc4n3)CC2CCO)c1 (configuration not stated)	-8.1	-4.0	5.6	-0.6	4.0	3.3	5.5	-5.1	0.6
COC(=O)c1cccc(NC(=S)Nc2ccccc2Cl)c1	1.4	-1.8	3.6	-0.7	.	7.6	-12.4	0.9	-3.1
CC12CCC(C(=O)Nc3cc(Cl)ccc3Cl)(C(Br)C1=O)C2(C)C (configuration not stated)	-10.4	7.5	7.3	-14.8	-0.1	-4.0	-2.6	-1.2	9.3[fluorescence artefact?]
COc1ccc(C(=O)NC(=S)Nc2ccc(CN3CCOCC3)cc2)cc1OC	3.1	-0.5	6.5	-2.3	8.6	-4.0	-82.0	0.6	-1.1
COCc1n[nH]c(=S)n1-c1ccccc1	-8.3	1.5	13.3	-9.4	-9.8	4.0	-4.9	-2.0	-11.0
CCn1c(=O)c(C(=O)CN2CCN(S(=O)(=O)c3ccc(C)cc3C)CC2)c(N)n(Cc2ccccc2)c1=O	9.0[fluorescence artefact?]	4.4	12.7	-8.6	.	-2.6	-1.7	1.9	-4.8
O=C(NCCCN1CCCC1=O)c1cccc(Oc2ccccc2)c1	-1.9	-7.2	.	-2.4	8.5	-0.3	3.2	0.9	0.2
CCOC(=O)COc1cccc2c(=O)n(CC(=O)NCCc3ccc(OC)c(OC)c3)ccc12	-2.3	-4.8	-1.0	-2.6	-5.9	-0.6	.	-1.2	2.0
Cc1cc(S(=O)(=O)n2ccnc2)c(Cl)cc1Cl	4.7	0.1	10.2	0.7	3.0	-1.5	-6.3	1.0	-3.1
COc1cc(OC)c(C(=O)OC(C)C(=O)Nc2cccc(C(F)(F)F)c2)cc1OC (configuration not stated)	-12.2	-7.0	3.0	-18.9	6.2	-4.6	-2.8	-1.5	-1.4
COc1cc(/C=N/NC(=O)c2cccnc2)ccc1OCC(=O)Nc1ccccc1Cl	12.8	-13.2	5.9	1.6	-9.8	2.5	-32.2	-1.9	-6.5
C=CCn1c(SCC(=O)c2[nH]c(C)c(C(=O)OCC)c2C)nc2scc(-c3ccc(OC)c(OC)c3)c2c1=O	82.2*	8.1	9.4	-18.0	.	-8.7	.	9.4*	13.0
Cc1ccc(S(=O)(=O)N2CCN(Cc3ccsc3)CC2)cc1	-9.5	0.1	7.9	7.9	24.1	1.4	-7.1	0.1	-4.3

Continued.
SMILES	14-3-3 Bad inh	FXIa inh	FXIIa inh 1536	hK5 inh	Rad51 HR inh	p97 inhibitor	MDM2 E3 inh	Wee1 stabilizer	eIF4E 4G PPI
COC(=O)/C(=C/Nc1cccc2ccccc12)[N+](=O)[O-]	16.1[fluorescence artefact?]	1.3	10.4	1.0	3.0	3.3	-20.4	3.9	5.0[fluorescence artefact?]
CCOC12NC(=O)CC(=O)N1C(c1ccccc1)=CS2 (configuration not stated)	8.0	7.2	16.5	-17.0	-1.6	4.3	-1.2	0.8	5.4
O=C(Nc1ccccn1)C1(c2ccccc2)CCCC1	-1.6	7.0	16.6	-7.7	-2.8	0.5	-10.3	-2.1	-1.1
Cc1ccc(C)n1-c1ccc(C(=O)NCc2cccnc2)cc1	-3.7	-7.6	3.1	-4.3	1.3	0.0	-5.4	1.0	-1.4
COC(=O)c1ccc(C(=O)OC)c(NC(=O)CN(c2ccccc2)S(=O)(=O)N(C)C)c1	2.7	-0.2	5.8	4.5	16.0	-2.0	3.4	-2.2	-0.9
CCN(CC)c1ccc(NC(=O)c2ccccc2)cc1S(=O)(=O)Nc1ccccc1OC	13.9	6.1	2.9	-3.6	4.5	6.6	-1.5	0.9	-3.1
CCOC(=O)c1c(C)n(C)c2ccc(O)c(CN(C)C)c12	-4.5	5.8	14.3	0.3	-4.3	-0.4	-6.6	-2.7	-1.8
CCOC(=O)CSc1nnc(-c2ccoc2C)n1-c1ccc(OCC)cc1	10.2	0.7	13.4	-9.0	-2.5	-0.9	-4.8	-2.8	1.1
COc1ccccc1/C=N/NC(=O)c1ccc(NC(=O)c2cccc([N+](=O)[O-])c2)cc1	-7.5	2.1	9.5	2.9	20.4	8.2	-5.2	-1.2	-1.2
O=C(O)c1cccc(NC(=O)c2ccc3c(c2)C(=O)N(Cc2ccco2)C3=O)c1	-0.4	-2.3	9.4	-1.8	1.9	2.7	-6.4	-0.4	-1.8
CC1CCN(C(=O)c2ccc(N(C)S(C)(=O)=O)cc2)CC1	-5.8[fluorescence artefact?]	-0.4	-8.6	-4.1	7.6	-0.4	-16.8	0.9	-2.8
CCC(C)NC(=O)CS(=O)Cc1nc(-c2cccc(C)c2)oc1C (configuration not stated)	3.2	-1.7	13.6	-10.1	2.1	0.7	-17.7	-2.6	4.2
CCN(c1ccccc1)c1cc(C)nc2nc(C)nn12	9.5	0.1	4.2	-1.7	-3.7	-0.4	-5.2	2.7	1.1
O=C(NCCCc1ccccc1)C1CC(=O)N(c2ccc3c(c2)OCCO3)C1 (configuration not stated)	8.4	-2.8	5.5	-17.4	-3.7	-4.5	4.6	-0.2	2.6
CCCn1nc(NC(=O)c2ccco2)c2cc3ccccc3nc21	8.8	-4.9	5.8	-7.1	-14.9	-0.8	-18.8	-2.2	4.3
CCCCCc1ccc(OCCCC[n+]2cccc(C)c2)c(CCCCC)c1	-1.5	1.0	17.8	1.9	1.1	11.7	-48.1	1.7	6.7
Cc1cc(C(=O)Nc2ncc(C)s2)c2ccccc2n1	-2.3	-6.0	-0.6	-2.7	-1.7	2.6	-21.0	-0.2	0.3
COc1ccccc1-n1c(C)cc(SC)c(C(C)=O)c1=S	-7.8[fluorescence artefact?]	5.1	7.3	-2.8	-2.4	4.7	7.0	-1.9	3.7
CCc1nc(SCC(=O)OC(C)C)c2ccccc2n1	-1.5	-1.0	4.8	3.1	7.8	1.4	-1.3	-2.2	2.9
N#Cc1cc(Oc2ccccc2)c(-n2nnc3ccccc32)cc1C#N	-0.7	7.5	15.8	-5.5	-12.0	0.9	-4.4	-1.2	6.4
COc1c(S(=O)(=O)Nc2cccnc2)ccc(Cl)c1Cl	-6.2	0.6	8.0	.	.	1.4	-6.9	1.5	-0.2
O=C(/C=C/c1cccc(O)c1)c1ccc(N2CCOCC2)cc1	3.7	1.6	12.2	5.8	-2.7	8.2	-12.1	-2.4	5.8
Cc1cccc(N2CCN(S(=O)(=O)c3ccc4c(c3)CCN4C(=O)CCC(=O)O)CC2C)c1 (configuration not stated)	6.2	6.6	14.9	-1.6	-5.2	0.1	-14.4	-1.5	1.9
COc1cc(C(=O)NCCC(=O)NC(C)C)cc(OC)c1OC	0.2	1.5	2.6	-2.5	-4.2	4.1	-17.5	-4.1	0.8
CCOC(=O)c1c(NC(=O)CS(=O)(=O)c2cn(CC)c3ccccc23)sc2c1CCCC2	0.8	-4.8	4.8	-9.9	-0.5	-2.9	.	2.8	-1.1
CN1C=CC2=C(C#N)C(N)C(C#N)(C#N)C(c3ccccc3)C2C1 (configuration not stated)	-6.5	-7.5	4.6	-16.8	.	4.1	-3.6	0.3	5.7
COC(=O)C1=C(O)CSC1=Nc1ccccc1	3.4	0.8	-3.7	-4.2	3.7	6.3	-11.5	-2.1	-3.6
CCOc1ccc(NC(=O)CN(C)S(=O)(=O)c2cnc[nH]2)cc1	-9.5	-1.8	7.5	-2.0	-5.4	-0.2	32.1*	-1.0	0.6
CCN1C(=O)[C@H]2[C@H]3[C@H](O)[C@H](O)C/C(=N\OC[C@@H](C)[C@H](OCc4ccccc4)C(C)C)[C@@H]3CC[C@H]2C1=O	0.8[fluorescence artefact?]	8.5	23.3	8.4	.	-9.5	.	6.9	1.0

Fetched by structure from the list above, 4 records:
SMILES	14-3-3 Bad inh	FXIa inh	FXIIa inh 1536	hK5 inh	Rad51 HR inh	p97 inhibitor	MDM2 E3 inh	Wee1 stabilizer	eIF4E 4G PPI
COC(=O)c1ccc(C(=O)OC)c(NC(=O)CN(c2ccccc2)S(=O)(=O)N(C)C)c1	2.7	-0.2	5.8	4.5	16.0	-2.0	3.4	-2.2	-0.9
CCOc1ccc(NC(=O)CN(C)S(=O)(=O)c2cnc[nH]2)cc1	-9.5	-1.8	7.5	-2.0	-5.4	-0.2	32.1*	-1.0	0.6
CCc1nc(SCC(=O)OC(C)C)c2ccccc2n1	-1.5	-1.0	4.8	3.1	7.8	1.4	-1.3	-2.2	2.9
CCOC12NC(=O)CC(=O)N1C(c1ccccc1)=CS2 (configuration not stated)	8.0	7.2	16.5	-17.0	-1.6	4.3	-1.2	0.8	5.4

Source: PubChem BioAssay
